Assay outcomes deposited in PubChem BioAssay by The Scripps Research Institute Molecular Screening Center.
PREPL inhibitor = inhibitors of human prolyl oligopeptidase-like enzyme PREPL; Q4J6C6; 320,000 tested, 0.68% active; recombinant PREPL, fluorescence polarization activity-based probe; inhibition, % at 5.96 µM; in the data active = inhibition above about 43%;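 also: 0% = enzyme with DMSO and 100% = wells lacking enzyme; many of its hits are not listed in these tables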
pPAFAH FP inh = pPAFAH (human) enzyme inhibition; Q13093; recombinant pPAFAH, FP-rhodamine probe fluorescence polarization; inhibition, % at 3.39 µM; 330,000 tested, 1.5% active;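 active = inhibition above the mean inhibition across the screen plus 3 SD, cut at about 25% in these data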;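 also: inhibitors block binding of the rhodamine activity-based probe so polarization drops; 0% = enzyme with DMSO and 100% = wells lacking pPAFAH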
Target sequence (Q13093 whole entry, looked up): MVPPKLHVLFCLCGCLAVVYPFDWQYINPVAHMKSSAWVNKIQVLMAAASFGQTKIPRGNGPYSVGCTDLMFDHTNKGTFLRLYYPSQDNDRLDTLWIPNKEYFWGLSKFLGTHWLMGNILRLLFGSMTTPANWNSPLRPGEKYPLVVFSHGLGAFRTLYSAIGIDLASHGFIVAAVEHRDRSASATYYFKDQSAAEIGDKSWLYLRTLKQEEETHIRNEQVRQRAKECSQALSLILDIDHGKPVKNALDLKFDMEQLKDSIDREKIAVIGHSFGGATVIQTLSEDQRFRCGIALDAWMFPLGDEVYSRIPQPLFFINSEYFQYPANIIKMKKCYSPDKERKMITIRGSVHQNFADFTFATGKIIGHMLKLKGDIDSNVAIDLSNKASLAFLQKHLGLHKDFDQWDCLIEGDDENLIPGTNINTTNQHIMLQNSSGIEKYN
PAFAH2 FP inh = inhibitors of human PAFAH2. inhibition, % at 3.39 µM. 340,000 tested, 0.99% active. Q99487. recombinant PAFAH2, FP-rhodamine activity probe, fluorescence polarization;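 active = inhibition above the mean over all tested compounds plus 3 SD, cut at about 30% in these data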;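 also: inhibitors block probe labeling of enzyme so polarization drops; 0% = enzyme with DMSO and 100% = wells lacking PAFAH2 protein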
EBNA-1 inhibitor = blocks EBNA-1 binding to DNA; EBNA-1 DNA binding, fluorescence polarization; inhibition, % at 14.8 µM; 300,000 tested, 0.34% active; AID 1950; in the data active = inhibition above about 28%
ZTA counter = counter-screen for EBNA-1 inhibitors: inhibitors of Epstein-Barr virus ZTA; 320,000 tested, 0.15% active; AID 2234; ZTA-DNA binding, fluorescence polarization; inhibition, % at 11 µM; P03206; in the data active = inhibition above about 33%
PAFAH1B3 FP inh = blocks human PAF acetylhydrolase 1B catalytic subunit 3 | Q15102 | recombinant PAFAH1B3, FP-rhodamine probe, fluorescence polarization | inhibition, % at 3.39 µM | 340,000 tested, 0.28% active | AID 492972;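 active = inhibition above the screen-wide average of all tested compounds plus 3 SD, cut at about 25% in these data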;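 also: 0% = enzyme with DMSO only and 100% = wells lacking PAFAH1B3 protein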
PAFAH1B2 FP inh = PAFAH1B2 (human) inhibition | 340,000 tested, 1.2% active | recombinant PAFAH1B2, FP-rhodamine activity probe, fluorescence polarization | AID 492953 | P68402 | inhibition, % at 3.39 µM;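 active = inhibition above the mean of all tested compounds plus 3 SD, cut at about 24% in these data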;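 also: 0% = enzyme with DMSO and 100% = wells lacking PAFAH1B2; many of its hits are not listed in these tables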
Target sequence (P68402 whole entry, looked up): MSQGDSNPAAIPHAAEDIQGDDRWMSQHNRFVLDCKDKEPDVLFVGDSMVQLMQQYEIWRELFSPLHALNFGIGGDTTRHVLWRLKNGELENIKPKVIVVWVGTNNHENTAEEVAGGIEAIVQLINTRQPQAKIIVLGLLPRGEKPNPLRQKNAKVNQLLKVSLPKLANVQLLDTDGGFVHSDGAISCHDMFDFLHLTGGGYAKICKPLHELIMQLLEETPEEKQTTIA
LYPLA1 counter = counter-screen for PME1 inhibitors: inhibitors of human LYPLA1; recombinant LYPLA1, FP-Rh probe fluorescence polarization; AID 2174; inhibition, % at 5.9 µM; 320,000 tested, 0.16% active; O75608;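 active = inhibition above the mean of all tested compounds plus 3 SD, set per campaign, cut at about 14% in these data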;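 also: inhibitors block serine hydrolase probe labeling of LYPLA1 so polarization falls; 0% = enzyme with DMSO and 100% = wells lacking LYPLA1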
Target sequence (O75608 whole entry, looked up): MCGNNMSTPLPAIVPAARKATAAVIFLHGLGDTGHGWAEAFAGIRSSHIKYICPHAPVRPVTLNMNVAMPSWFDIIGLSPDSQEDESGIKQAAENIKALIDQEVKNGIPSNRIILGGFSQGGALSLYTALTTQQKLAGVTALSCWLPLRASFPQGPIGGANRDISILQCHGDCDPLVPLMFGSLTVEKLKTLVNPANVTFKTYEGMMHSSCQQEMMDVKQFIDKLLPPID
LYPLA2 inh = blocks human lysophospholipase 2, a PME1 counter-screen; O95372; recombinant LYPLA2, FP-Rh probe fluorescence polarization; inhibition, % at 5.9 µM; 320,000 tested, 0.38% active;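 active = inhibition above the screen-wide mean plus 3 SD, limit set per campaign, cut at about 26% in these data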;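 also: 0% = LYPLA2 with DMSO and 100% = wells lacking LYPLA2 enzyme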
* hit, by the source's call; . = no result given. An excerpt; count on the stated rates, not on these rows.

Order of values: PREPL inhibitor	pPAFAH FP inh	PAFAH2 FP inh	EBNA-1 inhibitor	ZTA counter	PAFAH1B3 FP inh	PAFAH1B2 FP inh	LYPLA1 counter	LYPLA2 inh
1	O=[N+]([O-])c1ccc(N2CCNCC2)cc1N1CCCCC1
  5	0	5	1	1	4	1	1	0
2	CC1CCN(C(=O)CCl)CC1
  -3	2	1	2	-10	-4	-2	4	10
3	COP(=S)(OC)c1c(C)nn(CCC#N)c1NC(=O)c1ccc(Cl)cc1
  -7	2	-5	-8	-5	-5	2	0	2
4	CC(CN1CCOCC1)OC(=O)Cc1ccccc1 (stereo not given)
  5	2	6	8	0	3	3	-1	-1
5	Cc1nc2c(c(C)nn2-c2ccccc2)c(C)c1CCC(=O)N1CCC2(CC1)OCCO2
  7	3	-1	4	-9	7	0	1	-3
6	CCC1=C(C)C(N2CCOCC2)=NP(N2CCOCC2)(N2CCOCC2)=N1
  4	1	0	7	-6	7	0	4	2
7	O=C(CCCC1=NS(=O)(=O)c2ccccc2N1)N1CCC2(CC1)OCCO2
  5	2	-3	3	-3	12	7	-2	1
8	CC(N=Cc1c(O)n(C2CC2)c(=S)[nH]c1=O)c1ccccc1 (stereo not given)
  0	4	5	-4	8	-7	5	-2	-4
9	CCCC(=O)c1ccc(CP(=O)(OCC)OCC)o1
  15	-2	1	4	9	-1	0	0	3
10	Nc1c2c(nc3sc4c(c13)CCCC4)CCCCC2
  4	6	0	-16	1	4	3	2	4
11	CCOC(=O)C(O)(c1ccc(N(CC)S(=O)(=O)c2ccccc2)cc1)C(F)(F)F (stereo not given)
  12	2	5	1	5	-2	2	1	5
12	CN1C(=O)N(C)C(=O)C2(Cc3cc([N+](=O)[O-])ccc3N(C)C2)C1=O
  2	3	13	-4	7	9	3	2	2
13	COc1ccc(-n2c(/C=C/c3ccc(O)c(O)c3)nc3ccccc3c2=O)cc1
  33	37*	5	-7	-5	4	-2	-13	-13
14	O=c1c2ccccc2nc(-c2cccs2)n1-c1cnccn1
  -2	-2	-1	7	3	-3	-3	-3	-1
15	Cc1cc(C=C2C(=O)NC(=S)NC2=O)c(C)n1C1CCCC1
  -5	10	34*	-11	-10	10	12	2	3
16	C=CC[N+]1(C)C2CCC1CC(O)C2 (stereo not given)
  2	1	0	1	4	5	5	1	-1
17	COCCCNC(=O)c1c(NC(=O)c2ccccc2Cl)n(Cc2ccccc2)c2nc3ccccc3nc12
  -4	0	-3	7	-10	-2	10	-7	3
18	O=c1[nH]c(=O)n(-c2cccc(Cl)c2)c(O)c1C=NCCCN1CCOCC1
  13	4	1	7	3	8	-1	1	-1
19	CCCCn1c(O)c(C(CC)=Nc2cccc(C(=O)O)c2)c(=O)[nH]c1=O
  0	2	6	6	12	4	3	4	5
20	O=C(O)CCn1cc(C=C2C(=O)NC(=S)NC2=O)c(-c2cccc(Br)c2)n1
  -7	1	-1	-12	-7	11	4	-6	-7
21	COc1ccc(C(=O)C2CCCN(C3CSCCSC3)C2)c(C)c1 (stereo not given)
  0	-2	4	-14	14	7	1	-2	-4
22	c1ccc(C2NCCc3[nH]cnc32)cc1 (stereo not given)
  1	0	2	-9	-9	6	8	-4	-1
23	COc1ccc(-c2nc3ccccc3n2OC(=O)N(C)C)cc1
  7	6	-11	-6	-23	9	2	0	3
24	CCn1c(P(C)(=O)O)nc2cc(NC(=O)c3ccccc3F)ccc21
  18	1	-3	-13	17	4	-2	-2	1
25	CC(=O)OC1N=C(c2ccccc2)c2ccccc2NC1=O (stereo not given)
  -2	2	4	5	-4	5	0	2	4
26	COc1ccc(C(=O)C2CCCN(Cc3ccsc3)C2)cc1OC (stereo not given)
  -15	-2	-4	1	-24	-6	-3	-2	-3
27	C=CCc1cc(OC)c2c(c1)OCO2
  2	6	-8	16	6	3	0	2	-4
28	CCOS(C)(=O)=O
  1	0	0	.	-5	6	2	0	-2
29	OCCN(CC#CC(O)(c1ccccc1)C1CCCC1)CCO (stereo not given)
  -8	4	2	-5	10	10	5	3	2
30	CC1=CC(=O)OC2CC3OC4C[C@@H](C)C5OC6CC7O[C@]8(C)C/C=C\C9OC%10CC%11OC(CC(C)C%12OCCO%12)CC(O)[C@]%11(C)OC%10CC9OC8C[C@]7(C)O[C@]6(C)CCC5OC4C[C@]3(C)OC12 (stereo not given in full)
  -2	-3	6	.	.	-4	10	.	.
31	CCNc1nc2[nH]c(=O)c3c(c2s1)OC(N)=C(C#N)C3c1cccs1 (stereo not given)
  5	4	1	9	5	-3	0	2	10
32	COC(=O)C1=CO[C@@H](C)[C@H]2CN3CC[C@]4(C(=O)Nc5ccccc54)[C@@H]3C[C@H]12
  6	-1	6	7	15	1	1	2	3
33	CCOc1cc2c(cc1OCC)-n1cccc1C(c1cccc(F)c1F)NC2 (stereo not given)
  -7	3	5	10	13	10	8	4	4
34	CN1C(=O)C(=Cc2ccc(N3CCCCCC3)o2)C(=O)N(C)C1=S
  -24	-3	-52	-5	-6	-32	-23	-17	-27
35	C=CCn1c(O)c(C(CC)=NC(C)c2ccccc2)c(=O)[nH]c1=O (stereo not given)
  16	6	2	11	4	-4	5	-1	0
36	CCC(C)C12CN3CCN(CC(C)(C3)C1O)C2 (stereo not given)
  7	4	-2	-2	5	6	6	0	-5
37	O=C1NC(=O)N(CC2CCCO2)C(=O)/C1=C/c1cccs1 (stereo not given)
  6	10	16	-1	5	14	-4	2	5
38	CCCCn1c(O)c(C(CC)=NCCCN(C)C)c(=O)[nH]c1=O
  2	0	-3	1	-17	4	1	-3	0
39	COC(=O)C1=C(c2ccc(OCc3ccccc3)cc2)C[C@@H]2CC[C@H]1N2C(=O)NCc1cccc(OC)c1
  -21	17	-2	.	-4	2	7	-3	-3
40	NCCc1ccc(OCc2ccccc2)c(OCc2ccccc2)c1
  9	-6	-6	.	8	-7	0	0	4
41	COC(=O)C1C2c3ccccc3OC1(C)N=c1s/c(=C/c3cnn(C)c3)c(=O)n12 (stereo not given)
  -3	3	-1	5	15	0	2	0	4
42	CN(C)C(=O)Oc1cc(=O)n2c3c(cccc13)CCC2
  3	3	5	-9	-3	1	-1	-5	0
43	CC1CN(c2ccc([N+](=O)[O-])c3cccnc23)CC(C)N1 (stereo not given)
  22	-7	-6	-8	1	-3	1	1	-3
44	CCOC(=O)C1=C(N)OC2=C(C(=O)CC(C)(C)C2)C12C(=O)Nc1ccccc12 (stereo not given)
  -4	3	-2	-5	-12	3	2	0	-2
45	CC1CC(C)CN(CC(=O)c2ccc(OC(F)F)cc2)C1 (stereo not given)
  8	-2	3	-6	1	4	2	-4	-5
46	COC(=O)C1=C(c2ccc(Cl)c(C(F)(F)F)c2)C[C@@H]2CC[C@H]1N2C(=O)NCc1ccc2c(c1)OCO2
  6	0	3	.	20	4	-5	-1	-4
47	CC(C(=O)c1cn(C)c2ccccc12)c1ccccc1 (stereo not given)
  -10	4	-6	-9	-9	-2	3	-3	-1
48	O=S(=O)(c1ccc(O)cc1)c1ccc(O)cc1
  -3	3	-3	-8	2	8	4	-5	-2
49	N[C@@H](Cc1c[nH]c2ccccc12)c1nnc(SCc2ccccc2F)o1
  9	7	13	8	10	0	7	-4	6
50	O=C1C2CCN(CC2)C1Cc1ccc(OCc2ccccc2)cc1 (stereo not given)
  16	4	-5	2	0	0	1	1	4
51	COc1cccc(C(=O)C2CCCN(Cc3cccc4c3OCO4)C2)c1 (stereo not given)
  -15	8	-3	6	-1	-6	1	-1	-4
52	O=C(C1CCN(c2nc3ccc(Br)cc3s2)CC1)N1CCC2(CC1)OCCO2
  14	36*	1	-6	-10	2	0	1	-3
53	Cc1ccc(-n2nc(C)cc2NC(=O)COc2cc(C)cc3oc(=O)c4c(c23)CCC4)cc1
  34	9	-8	-2	8	-1	-1	-4	4
54	C[C@@H]1O[C@@H](O[C@@H]2C=C3CCC4C(CC[C@]5(C)[C@@H](c6ccc(=O)oc6)CC[C@]45O)[C@@]3(C)CC2)[C@H](O)[C@H](O)[C@H]1O (stereo not given in full)
  -11	3	-2	-5	-9	6	-3	-1	4
55	Cc1c(N=Cc2c(O)n(CCc3ccccc3)c(=O)[nH]c2=O)c(=O)n(-c2ccccc2)n1C
  20	0	2	0	5	5	-1	-3	-3
56	COc1ccc(C2C(C(=O)N3CCC4(CC3)OCCO4)c3cc(OC)c(OC)cc3C(=O)N2C)cc1 (stereo not given)
  0	0	2	11	-8	-1	-6	-2	0
57	COC(=O)C1C2c3ccccc3C(c3ccccc32)C1C(=O)OC (stereo not given)
  9	-4	0	-8	-7	6	3	0	-2
58	CCC1=CCN(CCc2c(C)[nH]c3ccccc23)CC1
  10	2	10	5	7	1	9	3	7

Single records (already shown). Screens in order: PREPL inhibitor, pPAFAH FP inh, PAFAH2 FP inh, EBNA-1 inhibitor, ZTA counter, PAFAH1B3 FP inh, PAFAH1B2 FP inh, LYPLA1 counter, LYPLA2 inh
CCCCn1c(O)c(C(CC)=NCCCN(C)C)c(=O)[nH]c1=O in the list: 2, 0, -3, 1, -17, 4, 1, -3, 0
O=c1[nH]c(=O)n(-c2cccc(Cl)c2)c(O)c1C=NCCCN1CCOCC1 in the list: 13, 4, 1, 7, 3, 8, -1, 1, -1
NCCc1ccc(OCc2ccccc2)c(OCc2ccccc2)c1 in the list: 9, -6, -6, ., 8, -7, 0, 0, 4
O=C(O)CCn1cc(C=C2C(=O)NC(=S)NC2=O)c(-c2cccc(Br)c2)n1 in the list: -7, 1, -1, -12, -7, 11, 4, -6, -7
COC(=O)C1C2c3ccccc3C(c3ccccc32)C1C(=O)OC (stereo not given) in the list: 9, -4, 0, -8, -7, 6, 3, 0, -2

An excerpt from above, showing only pPAFAH FP inh, PAFAH1B2 FP inh and ZTA counter.
item	molecule	pPAFAH FP inh	PAFAH1B2 FP inh	ZTA counter
39	COC(=O)C1=C(c2ccc(OCc3ccccc3)cc2)C[C@@H]2CC[C@H]1N2C(=O)NCc1cccc(OC)c1	17	7	-4
33	CCOc1cc2c(cc1OCC)-n1cccc1C(c1cccc(F)c1F)NC2 (stereo not given)	3	8	13
